TAG inh – inhibitors of triacylglycerol accumulation; H9c2 cells, Nile Red lipid (TAG) fluorescence; cells loaded with 200 µM oleic acid; inhibition, % at 12.5 µM; actives 0.66% (n = 230,000); AID 651582;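 active = pattern-corrected inhibition of lipid staining of at least 50% with the nuclear-stain viability signal not falling by more than 50%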;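 also: 0% = DMSO wells and 100% = triacsin C control wells; some results filed as inactive read as strong as hits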
TAG inh DAPI viability – recorded beside TAG inh, whose call it bears; DAPI nuclei signal change (viability), lower = more cytotoxic, %;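 whole-well DAPI fluorescence read on a plate reader as a viability signal; minus 50 percent equals half of cells still viable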
Numbers without * were called inactive. These rows are one share of the data. The share of hits here may be higher or lower than overall.

SMILES	TAG inh	TAG inh DAPI viability
CCOC(=O)CN(C(=O)CNC(=O)c1ccco1)C(C(=O)NC1CCCCC1)c1cccc(OC)c1 (stereo not drawn)	27.9	-22.3
Cc1nc2c(C)cccc2c2c1CCN2c1ccccc1F	-2.2	161.4
N#CC1=C(SCC(=O)c2ccc(Cl)cc2)NC2=C(C(=O)CCC2)C1c1ccco1 (stereo not drawn)	-0.9	-4.3
O=C(CCS(=O)(=O)Cc1ccc(Cl)cc1)NCCc1ccccc1	0.2	7.1
CCO[C@H]1OC(C(N)=O)=C[C@@H](c2ccccc2)[C@@H]1CCCO	-14.8	-0.2
O=C(C1CC1)N1CCN=C1SCc1cccc(C(F)(F)F)c1	8.8	-7.9
CC(=O)Oc1ccc(S(=O)(=O)c2ccc(OC(C)=O)cc2)cc1	65.1*	-12.9*
Cc1ccc2nc(SCC(=O)N3CCCC3)nc(=O)n2c1	5.7	2.6
Cc1nc(-c2cn[nH]c2)c2cc(C)oc2n1	0.0	5.4
CCCNC(=O)C1(C)CCCN(Cc2ccc3ccccc3c2)C1 (stereo not drawn)	2.4	11.9
Cn1nc(C(=O)NNC(=O)COc2ccccc2)c2ccccc2c1=O	3.8	8.4
COC(=O)[C@H](CCSC)NC(=O)Cn1cc(C)c(=O)[nH]c1=O	0.6	5.3
CC1CC(C)(C)CC2(C1)NC(=O)N(CC(=O)NCC(c1ccco1)N1CCCCC1)C2=O (stereo not drawn)	1.3	3.8
O=C(Nc1cccc(Cl)c1)NC1CC2CCC(C1)N2Cc1cccs1 (stereo not drawn)	6.5	9.7
Fc1ccccc1Cn1nnc2c(NCc3ccccn3)ncnc21	-1.9	51.5
O=C(Nc1ccc(-c2ccc3nncn3n2)cc1)c1ccc(Br)o1	22.0	13.7
COC(=O)[C@@]12CCCCN1[C@H](c1ccc(-c3cccc(Cl)c3)cc1)[C@H]1C(=O)N(C)C(=O)[C@H]12	-41.9	5.9
Cc1ccc(C)c(N2CCN(C(=O)c3ccc(N4CCCC4=O)cc3)CC2)c1	-26.0	-3.0
O=C(CSc1n[nH]c(-c2ccco2)n1)Nc1ccccc1	2.4	4.1
CCOC(=O)C[N+]1(C)CCN(C(C)=O)CC1	-23.5	-1.0
Cc1ccc(-c2nnc(SC(C)C#N)n2N)cc1 (stereo not drawn)	-16.2	-1.8
CCCC(=O)Nc1nnc(-c2ccc3c(c2)OCO3)s1	8.6	2.3
Cc1ccccc1S(=O)(=O)NC(=O)C1(C)CCN1C(=O)Cc1cc(F)ccc1F (stereo not drawn)	-0.6	10.5
COc1cc(F)ccc1-c1csc(C(C)(O)c2ccccc2)n1 (stereo not drawn)	-21.3	1.6
CC(=O)Nc1ccc(S(=O)(=O)NNC(=O)COc2cccc(C)c2)cc1	-5.8	9.5
Carrying on:
SMILES	TAG inh	TAG inh DAPI viability
C[C@H](CO)N1C[C@H](C)[C@@H](CN(C)C(=O)Nc2ccc3c(c2)OCO3)Oc2c(NS(=O)(=O)c3ccccc3)cccc2C1=O	8.7	-1.5
CC1CCN(c2ccc3c(c2)S(=O)(=O)c2cccc(C(=O)NC[C@@H]4CCCO4)c2C3=O)CC1	15.5	-15.5
CCCCNc1ncnc2c1cnn2-c1ccc(C)cc1C	-4.6	-5.6
CCn1cc(/C=C(\NC(=O)c2ccc(OC)cc2)C(=O)NCCCn2ccnc2)c2ccccc21	-4.2	10.6
CCCCN(C(=O)c1cc(S(=O)(=O)N2CCCCCC2)ccc1OC)c1ccccc1	-9.8	5.3
COC(=O)c1cc(Br)c(=O)n(-c2ccccc2F)c1	9.4	-6.0
CC(=O)Nc1ccc(-c2ccnc3c2CC(C)(C(=O)Nc2cccc(OC(F)(F)F)c2)O3)cc1 (stereo not drawn)	-3.4	6.1
COc1ccc(OC)c(-c2cc(C(=O)O)c3cc4ccccc4cc3n2)c1	7.4	-2.8
NC(=NCc1ccccc1)C(N=Nc1ccccc1)C(=O)NCc1ccccc1 (stereo not drawn)	-32.0	13.8
CC(C)c1ccc(NC(=O)C2C3C=CC4(CN(CCCN5CCOCC5)C(=O)C24)O3)cc1 (stereo not drawn)	5.6	-1.9
COC(=O)Cc1nc2ccccc2[nH]1	7.0	-1.7
CCOC(=O)C1=C(O)/C(=C/c2cc(C)n(-c3ccccc3)c2C)N=C1C	-10.7	8.1
Cc1ccc(C)c(N2CCN(C(=O)CCCOc3cc(=O)n(C)c4ccccc34)CC2)c1	34.6	-0.6
O=C(O)C1CCCCC1C(=O)NCCc1ccc(Cl)cc1 (stereo not drawn)	-8.1	-9.0
Cc1nc2ccccn2c1C(=O)CSc1ccccc1Cl	-22.9	5.1
CC1CCC(NC(=O)CN2CCN(S(=O)(=O)c3ccc(Br)s3)CC2)CC1 (stereo not drawn)	15.6	-23.6
CN(CCOc1ccccc1)C(=O)c1cc([N+](=O)[O-])ccc1N1CCOCC1	2.7	-1.5
CCCC(=O)Oc1ccc(-c2nccc(C(OC)OC)n2)cc1	4.9	0.2
O=C(NN1C(=O)/C(=C\c2ccc(O)c([N+](=O)[O-])c2)SC1=S)c1ccccc1Cl	9.4	-4.3
CC1(C(=O)Nc2ccc3nc[nH]c3c2)CCN1C(=O)c1ccccc1CCc1ccccc1 (stereo not drawn)	-8.3	-4.5
O=C(c1cc(-c2cccs2)on1)N1CCN(C(c2ccccc2)c2ccccc2)CC1	-1.0	-7.1
COc1ccc2[nH]c3c(c2c1)CCN1C(=O)C(CC(=O)NCc2cccc(C(F)(F)F)c2)C[C@H](C(=O)N2CCOCC2)[C@@]31C (stereo partly drawn)	5.1	-5.9
O=Cc1ccc(N2CCCC2)o1	-5.0	3.3
COc1cc(C(=O)NCc2nnc(SCC(=O)Nc3nccs3)o2)cc(OC)c1OC	-5.4	-0.3
COc1ccc([C@@H]2[C@@H]3C(=O)N(C(C)(C)C)C(=O)[C@@H]3[C@]3(Cc4ccccc4)C(=O)N(c4ccc(C)cc4)C(=O)N23)cc1	19.6	-5.8
The results go on:
SMILES	TAG inh	TAG inh DAPI viability
Cc1ccc(OCC2Cn3c(nc4c3c(=O)n(C)c(=O)n4C)O2)cc1 (stereo not drawn)	-3.2	4.4
CCOC(=O)N/N=C1\CCS(=O)(=O)c2ccc(Cl)cc21	2.8	1.5
Cc1occc1-c1nnc(SCC(=O)c2c(N)n(Cc3ccccc3)c(=O)n(C)c2=O)n1C	-7.9	8.5
COc1ccc(-c2csc(CCn3nc(C)cc3C)n2)cc1OC	-10.9	8.4
Cc1ccc(S(=O)(=O)N(CC(=O)NN=C2CCN(C)CC2)c2ccc(C(C)C)cc2)cc1	-5.8	8.8
Cc1c(NC(=O)Nc2ccccc2Cl)c(=O)n(-c2ccccc2)n1C	-0.2	-4.1
CN(C)S(=O)(=O)c1cccc(NC(=O)CCNC(=O)Nc2ccccc2)c1	-5.8	10.1
NC(=S)N/N=C/c1cccc(O)c1O	2.9	-3.4
O=C(CCC(=O)c1cccs1)Nc1nc2ccccc2s1	-6.5	6.2
COc1cccc(N2CC(C(=O)Nc3nnc(SCCC4OCCO4)s3)CC2=O)c1 (stereo not drawn)	18.0	2.9
CC(CCc1ccccc1)OS(N)(=O)=O (stereo not drawn)	13.5	-1.5
C/C(=N\NS(=O)(=O)c1ccc(C)c([N+](=O)[O-])c1)c1ccc2c(c1)OCO2	8.6	-0.7
COc1ccc(S(=O)(=O)N2CCOCC2)cc1NC(=O)c1c(C)noc1C	0.6	3.7
NC(=O)N/N=C/c1ccc2cccc(OCc3ccccc3)c2n1	-7.7	38.4
CC(=O)Nc1ccc(S(=O)(=O)NCc2ccc3[nH]c(C)cc3c2)cc1	3.4	5.4
CC(=O)SCC[N+](C)(C)C	-11.3	4.5
Cc1nnc(Sc2nc3ccccc3o2)c2ccccc12	26.1	-6.8
O=C(NNC(=O)c1ccccc1F)c1ccc(S(=O)(=O)N2CCCC2)cc1	-1.6	7.8
CCOc1ncc(S(=O)(=O)N2CCN(CC)CC2)cc1C(=O)O	-12.2	8.7
O=S(=O)(NCc1ccccc1)c1cccc2nsnc12	-15.1	9.3
CS(=O)Cc1cc(Sc2ccccc2)nc(-c2ccncc2)n1 (stereo not drawn)	5.9	3.2
COc1ccc(/C=C2\SC(=O)N(CCNC(=O)C3CSC4(C)CCC(=O)N34)C2=O)cc1 (stereo not drawn)	-3.3	2.3
O=[N+]([O-])c1cc2c(cc1CN1CCN(c3ccccc3)CC1)OCO2	0.3	9.3
CC(C)(C)OC(=O)NNC(=O)C12CC3CC(CC(C3)C1)C2	-12.4	10.2
CCOC(=O)C(=O)Nc1nnc(CCc2ccccc2)s1	-3.7	4.5

Compound profiles, as listed above. Values in the order: TAG inh, TAG inh DAPI viability
Profile of O=C(CCC(=O)c1cccs1)Nc1nc2ccccc2s1 = -6.5, 6.2
Profile of COc1ccc(-c2csc(CCn3nc(C)cc3C)n2)cc1OC = -10.9, 8.4
Profile of COc1ccc(S(=O)(=O)N2CCOCC2)cc1NC(=O)c1c(C)noc1C = 0.6, 3.7

The main list resumes with the five entries that preceded the break.
SMILES	TAG inh	TAG inh DAPI viability
CS(=O)Cc1cc(Sc2ccccc2)nc(-c2ccncc2)n1 (stereo not drawn)	5.9	3.2
COc1ccc(/C=C2\SC(=O)N(CCNC(=O)C3CSC4(C)CCC(=O)N34)C2=O)cc1 (stereo not drawn)	-3.3	2.3
O=[N+]([O-])c1cc2c(cc1CN1CCN(c3ccccc3)CC1)OCO2	0.3	9.3
CC(C)(C)OC(=O)NNC(=O)C12CC3CC(CC(C3)C1)C2	-12.4	10.2
CCOC(=O)C(=O)Nc1nnc(CCc2ccccc2)s1	-3.7	4.5
O=C(CSc1nnc(-c2ccco2)o1)Nc1cccc([N+](=O)[O-])c1	-2.5	4.2
Cc1occc1-c1nnc(SCC(=O)N(C)c2ccccc2)n1C	9.0	1.7
O=c1[nH]cnc2scc(-c3ccsc3)c12	3.1	1.8
CCOC(=O)/C(N=Nc1c(Br)cc(Br)cc1Br)=C(\C)O	11.6	-11.8
COc1cccc(CC(=O)OCC(=O)N2CCN(c3ccc(F)cc3)CC2)c1	-2.8	3.5
O=C(O)C1C2CCC(C2)C1C(=O)NCc1ccccn1 (stereo not drawn)	0.4	-2.7
Cc1ccc(NC(=O)CCCC2CCCCC2)c(O)c1	-6.0	5.2
CCN(CC)CCNc1ccc(CO)c2oc3ccccc3c(=O)c12	28.9	-28.2
COc1ccc(Br)cc1C(C[N+](=O)[O-])c1c(N)n(C)c(=O)n(C)c1=O (stereo not drawn)	46.7	-49.3
O=P1(NC2CCCCC2)OCC2(CO1)COP(=O)(NC1CCCCC1)OC2 (stereo not drawn)	14.0	1.9
Cc1c(Cl)cccc1NC(=S)N(Cc1cccs1)C1CCCC1	-10.9	10.2
Cc1ccc(NC2=NCC(=O)N2C2CCCC2)cc1	8.4	-7.5
O=C(CCCc1cccs1)N1CCN(S(=O)(=O)c2ccccc2Br)CC1	23.4	-8.5
